# Assay outcomes as filed in PubChem BioAssay.
# MLLE-PAM2 inh – blocks PAM2 peptide binding to the PABP1 MLLE domain; P11940; 360,000 compounds, 0.36% hits; GST-MLLE / FITC-PAM2 fluorescence polarization; inhibition, % at 20 µM; AID 588489; in the data active means inhibition above about 35%, passing the limit was not always enough;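 further: plate controls were DMSO wells with GST-MLLE for no effect and wells lacking GST-MLLE protein for full effect; some results filed as inactive read as strong as hits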
# MsrA act – bovine methionine sulfoxide reductase A activation | activation, % at 10.6 µM | purified bovine MsrA, absorbance read-out | 360,000 compounds, 0.3% hits; in the data active means activation above about 7.5%;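 further: 0% = vehicle and 100% = reference activator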
# FAS-TE inh – blocks the thioesterase domain of human fatty acid synthase; P49327; recombinant FAS-TE, OMFH fluorogenic substrate, fluorescence endpoint; inhibition, % at 15 µM; 360,000 compounds, 0.67% hits;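 active means compounds whose normalised, plate-corrected inhibition of enzyme fluorescence in the single-dose primary screen is 50% or more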;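 further: 0% = DMSO with enzyme and 100% = substrate without enzyme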
# MT1-MMP act inh – inhibitors of human MT1-MMP activation; HT1080 RFP-PRO-GFP cells, GFP/RFP ratio fluorescence, overnight; percent of plate control window, DMSO zero; GFP/RFP ratio change, % at 20 µM; 360,000 compounds, 0.061% hits;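 active means GFP/RFP ratio change of at least 30% with cell ATP level not reduced by more than half and red fluorescence within 50% of control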; further: strong numbers were not always called active
#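 Material – HT1080 RFP-PRO-GFP cells · Control set – DMSO wells and RFP-L50D-GFP cells · Incubation – overnight cell settling, then overnight compound exposure, 37 °C, 5% CO2 · Compound dosing – single-point 20 µM compound, 1% DMSO · Read-out – GFP/RFP fluorescence ratio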
# E coli Lon inh – E. coli protease La inhibition. P0A9M0. purified E. coli Lon protease, fluorescence polarization. inhibition, % at 7.94 µM. 360,000 compounds, 0.42% hits; in the data active means inhibition above about 13%, passing the limit was not always enough;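 further: 0% = enzyme with probe and DMSO and 100% = no enzyme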
# Target sequence (P0A9M0 whole entry, looked up): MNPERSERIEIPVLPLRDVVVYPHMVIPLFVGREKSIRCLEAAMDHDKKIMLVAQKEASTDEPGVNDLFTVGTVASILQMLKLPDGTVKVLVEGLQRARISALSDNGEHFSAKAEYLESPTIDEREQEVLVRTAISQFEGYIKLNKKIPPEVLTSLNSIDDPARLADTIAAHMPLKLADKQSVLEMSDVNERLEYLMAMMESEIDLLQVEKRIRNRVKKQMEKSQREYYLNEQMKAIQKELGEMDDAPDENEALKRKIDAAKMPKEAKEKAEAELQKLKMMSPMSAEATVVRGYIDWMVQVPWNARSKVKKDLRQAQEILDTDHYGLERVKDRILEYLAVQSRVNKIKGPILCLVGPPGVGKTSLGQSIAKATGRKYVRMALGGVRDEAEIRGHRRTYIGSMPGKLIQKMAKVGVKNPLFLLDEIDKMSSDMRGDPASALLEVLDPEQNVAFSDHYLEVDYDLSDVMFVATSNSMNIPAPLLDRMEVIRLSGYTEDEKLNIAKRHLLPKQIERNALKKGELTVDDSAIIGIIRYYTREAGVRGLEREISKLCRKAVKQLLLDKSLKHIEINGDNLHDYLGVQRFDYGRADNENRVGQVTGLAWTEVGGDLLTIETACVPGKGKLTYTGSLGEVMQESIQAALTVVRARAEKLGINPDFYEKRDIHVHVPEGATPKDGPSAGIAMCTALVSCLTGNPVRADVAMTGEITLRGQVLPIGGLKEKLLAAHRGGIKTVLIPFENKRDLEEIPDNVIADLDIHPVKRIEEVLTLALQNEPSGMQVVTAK
# CSN deneddyl inh – inhibitors of human CSN-mediated cullin deneddylation; Purified CSN, SCF-Nedd8-OG deneddylation, fluorescence polarization; inhibition, % at 12.5 µM; 360,000 compounds, 0.38% hits; AID 651999;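 active means pattern-corrected inhibition above about 35%, with an unprinted fluorescence ratio check between 0.5 and 1.5, limit read from the data, passing the limit was not always enough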;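 further: 0% = enzyme with substrate and 100% = substrate without enzyme; some results filed as inactive read as strong as hits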
#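 Test system: purified human Csn5 enzyme expressed in HEK293T cells. Amount: 0.24 nM enzyme. Reagent: SCFSkp2-Nedd8OG substrate at 10 nM final. Schedule: 90 min incubation of compound, enzyme and substrate at room temperature. Detection: fluorescence polarization. Read-out: % inhibition of substrate cleavage by Csn5.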
# Rpn11 block – inhibitors of human proteasome Rpn11; O00487; human 26S proteasome, Ub4-pepOG fluorescence polarization; 20S core pre-blocked with epoxomicin; calls only at 20 µM; 360,000 compounds, 0.59% hits; AID 588493;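 active means inhibition at 20 µM, scaled to each plate's controls, above about 33%, limit read from the data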
# Target sequence (O00487 whole entry, looked up): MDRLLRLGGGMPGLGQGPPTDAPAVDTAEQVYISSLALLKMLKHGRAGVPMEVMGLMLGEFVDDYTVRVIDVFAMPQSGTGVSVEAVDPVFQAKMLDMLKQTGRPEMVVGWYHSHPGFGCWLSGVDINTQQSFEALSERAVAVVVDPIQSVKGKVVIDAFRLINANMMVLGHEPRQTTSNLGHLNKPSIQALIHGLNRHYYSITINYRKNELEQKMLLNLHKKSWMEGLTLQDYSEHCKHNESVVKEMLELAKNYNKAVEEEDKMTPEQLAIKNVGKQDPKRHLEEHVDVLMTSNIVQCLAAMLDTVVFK
# Rin1-Abl PPI inh – human Rin1-Abl interaction inhibition; inhibition, % at 7.35 µM; TR-FRET Rin1/Abl binding, biochemical; P00519+Q13671; 360,000 compounds, 0.4% hits; AID 588664; in the data active means inhibition above about 5%, passing the limit was not always enough
# MsrA inh – inhibits bovine methionine sulfoxide reductase A. purified bovine MsrA, absorbance read-out. AID 651718. inhibition, % at 15.5 µM. 360,000 compounds, 0.75% hits; in the data active means inhibition above about 4.5%;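 further: 0% = vehicle wells with enzyme and 100% = reference inhibitor wells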
# * = called active by the depositor; i = inactive; . = no result given.
SMILES,MLLE-PAM2 inh,MsrA act,FAS-TE inh,MT1-MMP act inh,E coli Lon inh,CSN deneddyl inh,Rpn11 block,Rin1-Abl PPI inh,MsrA inh
CN1CCN(c2ccccc2NC(=O)c2cccs2)CC1,-4,-2,-1,0,-3,-5,i,1,3.1
CC(C)OP(=O)(OC(C)C)C(O)c1ccc(N(C)C)cc1 (configuration not stated),4,-3,-6,3,5,0,i,-1,-0.6
COc1cccc(C(=O)Nc2cc3c(cc2Cl)OCCCO3)c1,0,-5,8,3,-2,7,i,1,0.1
CCOc1ccc(S(=O)(=O)Nc2cccc(C(=O)N(C)Cc3cccc(OC)c3OC)c2)cc1,3,0,-4,0,0,0,i,0,0.5
OC(c1cccs1)c1nccc2ccccc12 (configuration not stated),10,-6,-3,3,0,1,i,1,0.5
Cc1cc(C(=O)NNC(=O)CN2C(=O)NC(C)(c3ccccc3)C2=O)c(C)o1 (configuration not stated),-1,-3,-8,-2,-5,-1,i,-1,1.0
COCCNC(=O)CN(C(=O)CCC(=O)Nc1nccs1)c1ccccc1OC,-4,-4,-6,-3,-1,-5,i,0,0.7
O=C(CCCn1c(=S)[nH]c2ccccc2c1=O)NCc1ccco1,-63,-5,-7,1,3,3,i,1,-0.1
c1ccc(Oc2cnc3ccccc3n2)cc1,6,-6,-2,-4,-3,8,i,0,-0.2
CCOC(=O)c1sc(N2C(=O)C(O)=C(C(=O)c3ccc(C)o3)C2c2cccc([N+](=O)[O-])c2)nc1C (configuration not stated),-5,-4,14,2,-5,6,i,3,1.0
Cc1cc(=O)oc2c(CN3CCN(CCO)CC3)c(O)ccc12,4,-1,-5,2,-1,-2,i,1,3.8
[O-]/C(=C(\C(=S)Nc1ccccc1F)[n+]1ccccc1)c1ccc(OC(F)F)cc1,10,-2,-2,-3,0,6,i,1,2.8
COC(=O)CSc1nc2sc3c(c2c(=O)[nH]1)CCC3,0,-5,-5,4,-4,6,i,2,1.2
COC(=O)c1cccc(NC(=S)Nc2ccc(Cl)c(Cl)c2)c1,17,-9,22,4,11,-1,i,0,-1.4
Cc1nnc(SCC(=O)c2ccccc2F)n1Cc1ccccc1,12,2,1,-1,2,-2,i,1,.
Cc1cccc(NS(=O)(=O)c2cnc(Cl)c(Br)c2)n1,7,-3,-5,2,7,-5,i,-5,1.1
Nc1ccccc1Nc1ccncc1[N+](=O)[O-],6,1,-5,2,1,-1,i,-3,0.8
Cc1oc2c(C)c3oc(=O)c(CCC(=O)O)c(C)c3cc2c1-c1ccccc1,7,-4,4,18,19,7,i,2,0.2
N/C(=N\OC(=O)COc1ccc(Cl)cc1)c1ccc(Cl)cc1,19,-3,10,1,-4,10,i,4,-0.6
CCCN(CC(=O)Nc1ccccc1OC)C(=O)c1ccc(S(=O)(=O)NCc2ccco2)cc1,4,-5,0,2,11,-4,i,3,-0.5
CCCN(CCC)CCCNC(=O)c1cc2cc3ccc(Cl)cc3nc2o1,3,-2,2,6,3,3,i,-2,3.1
CC(=O)c1ccc(N2CCN(S(=O)(=O)c3c(C)[nH]c(C)c3C(=O)N3CCCC3)CC2)cc1,-5,-4,-1,-5,0,-2,i,-2,3.3
COc1ccc(CCC(C)NCc2cc(OC)cc(OC)c2)cc1 (configuration not stated),-11,-2,-5,-2,-9,-1,i,-1,0.1
COc1ccccc1-c1nnc(NC(=O)C(C)Sc2nncn2C)s1 (configuration not stated),-5,-5,10,-4,-2,8,i,-4,-0.2
COc1ccc(CNC(=O)c2ccc(Cn3cc(Br)cn3)o2)cc1,8,-8,2,-5,-9,-2,i,-3,1.8
O=C(CSc1ccc(F)cc1)NC(=O)NCc1ccccc1,4,-3,3,4,24,2,i,-7,1.3
CCCNC(=O)C1(C)CCCN(CCC(=O)c2ccccc2)C1 (configuration not stated),25,-2,-5,0,-4,-3,i,1,-1.3
CCN(CC)C(=O)C1CC(=O)N(c2ccc(OC)cc2)C1c1ccc(OC)cc1 (configuration not stated),14,-10,-1,4,0,6,i,1,-0.3
O=C(COc1ccc2c3c(c(=O)oc2c1)CCC3)NCCCN1CCCC1=O,4,-5,-3,2,-3,-2,i,-2,1.1
O=C(COc1ccc(S(=O)(=O)N2CCCC2)cc1)NCC1CCCO1 (configuration not stated),5,-8,-6,2,-1,-9,i,0,1.5
O=C(CCC(=O)Nc1cccc2ccccc12)N/N=C/c1ccco1,-10,-2,-6,5,2,0,i,-1,0.3
COc1ccc(OCCCC(=O)OCC(=O)NNC(=O)c2ccc([N+](=O)[O-])cc2)cc1,9,-4,5,1,-3,6,i,1,-0.1
Cc1ccc(S(=O)(=O)CC(=O)NCc2ccccc2)cc1,-9,-2,-4,-4,-16,-1,i,-1,0.0
C[C@@H](C(=O)N1CCNCC1)n1cc(CCC(=O)O)nn1,5,-1,-12,2,9,0,i,1,0.3
CCn1nnnc1-c1ccc(OC)c(S(=O)(=O)NCc2ccccc2)c1,3,-8,-3,-2,3,0,i,0,1.2
O=C(/C=C/c1ccc2c(c1)OCO2)NCc1ccco1,12,-12,-12,3,-17,11,i,-3,3.0
CCCCC(CC)C(=O)Nc1cc(=O)[nH]c2nc3ccccc3n12 (configuration not stated),9,1,0,-4,-5,-2,i,-3,0.4
Cc1ccc(C(=O)OCC(=O)NCc2ccc3c(c2)OCO3)cc1S(=O)(=O)N1CCOCC1,5,-2,2,-2,-11,1,i,-1,0.1
C[C@H](CO)N1C[C@H](C)[C@@H](CN(C)Cc2ccncc2)Oc2c(NC(=O)CCCCCC(=O)Nc3ccccc3N)cccc2C1=O,-9,-2,-10,-2,2,-4,i,2,-0.2
COc1ccccc1NC(=O)c1ccc(NC(=O)CN2CCCC2)cc1,1,-3,-4,-2,-4,-2,i,1,0.0
Cc1ccsc1/C=N/Nc1ccc(Cl)nn1,-55,1,-1,0,-14,5,i,0,1.8
CCNC(=O)CSc1nnc(-c2cccc(S(=O)(=O)N(CC)CC)c2)n1CCc1ccccc1,2,-1,-8,2,-8,5,i,3,-0.3
O=C(/C=C/c1c(Cl)nc2ccccn12)N1CCN(c2ccccc2F)CC1,0,-2,6,7,-5,-6,i,0,1.8
CCC(C)NC(=O)CCCc1ccccc1 (configuration not stated),16,-2,-4,3,6,-5,i,0,-0.2
COc1cccc(C(c2sc3ncnn3c2O)N2CC(C)OC(C)C2)c1 (configuration not stated),1,8.1*,-11,-2,-6,0,i,-6,1.2
O=C(Nc1nccs1)c1ccc(COc2ccccc2)o1,-2,-11,-4,3,2,0,i,-1,-1.1
CCc1cc2c(SCC(=O)N(CC)c3c(N)n(Cc4ccccc4)c(=O)[nH]c3=O)ncnc2s1,-15,3,-1,-6,-9,4,i,-13,-0.3
CN(C)c1cccc(C(=O)OCC(=O)NCC2CCCO2)c1 (configuration not stated),8,-6,-4,1,-9,6,i,-2,0.6
COP(=O)(OC)c1nc(-c2ccccc2)oc1NCc1ccccc1,15,-1,-1,3,-3,5,i,2,0.7
Cc1cc2nc(-c3ccc(=O)[nH]c3)n(C)c2cc1C,8,0,-2,5,-4,5,i,3,0.6
CN1CCC(=NNC(=O)C(=O)NC2CCCC2)CC1,5,-2,-5,-8,-5,1,i,1,-0.8
COc1ccc(CCNC(=O)Cn2cc(C(F)(F)F)cc(Cl)c2=O)cc1OC,-3,-1,-5,3,7,-3,i,-2,-0.3
OC[C@@H]1CN(Cc2ccc3c(c2)OCO3)C[C@H](n2cnc3c(NCc4ccncc4)ncnc32)O1,2,-3,-10,0,-5,-4,i,2,-0.7
CCOC(=O)N1CCN(C(=O)c2ccc3nc(C)sc3c2)CC1,8,-4,-5,3,-17,-3,i,-1,-1.8
COc1ccc(OC)c(S(=O)(=O)N2CCN(c3ncccn3)CC2)c1,-1,0,-2,-9,1,-3,i,-1,1.4
COc1cc(/C=N/NC(=S)NC2CC3C=CC2C3)cc(OC)c1OC (configuration not stated),6,0,17,8,-1,0,i,-1,1.9
CC(=O)Nc1cnc2ccccc2n1,-5,1,-6,-9,1,1,i,0,2.1
O=C(NN1C(=O)C2C3C=CC(C3)C2C1=O)C(O)c1ccccc1 (configuration not stated),-4,-2,-4,4,0,2,i,2,0.2
CCc1noc(C)c1C(=O)Nc1nc(-c2ccccc2)c(C(C)=O)s1,0,-3,0,5,-13,-4,i,-4,1.4
Cc1ccsc1C(=O)N1CCCC(CCC(=O)N2CCN(c3ccccn3)CC2)C1 (configuration not stated),-3,-9,-4,4,-6,-4,i,3,0.3

# Further compounds:
SMILES,MLLE-PAM2 inh,MsrA act,FAS-TE inh,MT1-MMP act inh,E coli Lon inh,CSN deneddyl inh,Rpn11 block,Rin1-Abl PPI inh,MsrA inh
CCCCCN(C(=O)NC(=O)Nc1ccc(C)cc1)S(=O)(=O)c1ccccc1,-3,2,1,5,1,1,i,1,-0.6
Cc1ccc(C)c(S(=O)(=O)NCc2ccc(C(=O)NCc3ccccn3)cc2)c1,12,-5,-1,-3,-13,-5,i,2,-0.4
Cc1nccn1CCOc1ccc(Cl)cc1,-5,-3,-6,-5,0,0,i,2,0.1
COc1ccc(N2CCN(C3CCCN(C(=O)c4ccoc4)C3)CC2)cc1 (configuration not stated),-5,-1,-3,-2,-6,-5,i,0,0.8
O=c1c2ccccc2sc2nc(C3CCCCC3)n(Cc3ccco3)c(=O)c12,27,-5,2,-19,-3,7,i,2,0.9
COc1ccc(/C=N/NC(=O)c2cccnc2)cc1COc1ccc([N+](=O)[O-])cc1,7,-3,23,-4,-8,0,i,1,2.2
CCC(C)(C)C1CCc2[nH]nc(C(=O)NCCNC(=O)OC(C)(C)C)c2C1 (configuration not stated),11,-1,28,4,-4,3,i,6,-0.7
Cc1occc1C(=O)Nc1nnc(-c2ccncc2)s1,3,-4,-5,1,-4,-4,i,-2,4.0
Nc1ccc(Oc2ncccn2)cc1,2,1,-2,5,4,2,i,2,0.3
O=C(O)c1ccccc1C(=O)N1N=C(c2ccccc2)CC1c1ccccc1O (configuration not stated),0,2,-2,-3,-14,0,i,2,0.6
CCOC(=O)C1CCN(CCCSc2ccc(Cl)cc2)CC1,14,-4,0,0,0,0,i,2,-0.1
Cc1cc(C)c(COc2ccc(/C=N/n3c(C)n[nH]c3=S)cc2)c(C)c1,-24,-6,15,0,0,-15,i,0,0.6
Cc1ccc(CC(=O)O/N=C(\N)Cc2ccc([N+](=O)[O-])cc2)cc1,-7,4,21,-7,-2,0,i,1,1.8
Cc1cc(C)cc(C(=O)OCC(=O)NCCNC(=O)COC(=O)c2cc(C)cc(C)c2)c1,-5,-2,-6,-3,-6,-2,i,-3,-1.0

# Nothing new here: entries from further up.
SMILES,MLLE-PAM2 inh,MsrA act,FAS-TE inh,MT1-MMP act inh,E coli Lon inh,CSN deneddyl inh,Rpn11 block,Rin1-Abl PPI inh,MsrA inh
Cc1ccc(CC(=O)O/N=C(\N)Cc2ccc([N+](=O)[O-])cc2)cc1,-7,4,21,-7,-2,0,i,1,1.8
Cc1cc(C)cc(C(=O)OCC(=O)NCCNC(=O)COC(=O)c2cc(C)cc(C)c2)c1,-5,-2,-6,-3,-6,-2,i,-3,-1.0

# Compound profiles, from the list above.
# Cc1nccn1CCOc1ccc(Cl)cc1 across the screens: MLLE-PAM2 inh: -5; MsrA act: -3; FAS-TE inh: -6; MT1-MMP act inh: -5; E coli Lon inh: 0; CSN deneddyl inh: 0; Rpn11 block: i; Rin1-Abl PPI inh: 2; MsrA inh: 0.1
# CCCCCN(C(=O)NC(=O)Nc1ccc(C)cc1)S(=O)(=O)c1ccccc1 across the screens: MLLE-PAM2 inh: -3; MsrA act: 2; FAS-TE inh: 1; MT1-MMP act inh: 5; E coli Lon inh: 1; CSN deneddyl inh: 1; Rpn11 block: i; Rin1-Abl PPI inh: 1; MsrA inh: -0.6
